# Compound activity from PubChem BioAssay.
# NOD1 inhibition – NOD1 signaling inhibitors, primary screen, cell-based, luminescence, uHTS (AID 1578). inhibition, % at 4 µM; hits with a dose series show EC50 in µM. NOD1-driven NF-kB luciferase reporter cells, luminescence; higher % means a stronger effect. hit rate 1% among 290,000; in the data active = inhibition mostly above about 36%, no sharp cut-off; inactive = mostly below about 34%;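 note: HEK-293T reporter cells stimulated with the NOD1 agonist gamma-tri-DAP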
# HIV fusion peptide – inhibitors of HIV fusion peptide binding, primary screen, biochemical, uHTS, fluorescence dequenching (AID 1986). cell-free peptide binding, fluorescence dequenching, 30 min; higher % means a stronger effect. inhibition, % at 20 µM, or IC50 in µM where a hit was titrated. hit rate 0.3% among 290,000; in the data active = inhibition mostly above about 52%, no sharp cut-off; inactive = mostly below about 76%; note: some results filed as inactive read as strong as hits
# Siah-1 displacement – Siah-1 peptide-binding antagonists, primary screen, biochemical, fluorescence polarization, rhodamine-plectin, uHTS (AID 1817). Siah-1 / rhodamine-plectin peptide fluorescence polarization; higher % means a stronger effect. displacement, % at 20 µM, or IC50 in µM where a hit was titrated. hit rate 0.02% among 290,000;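 active = displacement of at least 50% at 20 µM, with a fluorescence ratio check between 0.3 and a set limit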;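 note: plate controls were Siah plus tracer with DMSO for no effect and tracer alone without Siah for full effect; strong numbers were not always called active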
# KOR beta-arrestin-1 – KOR antagonists, beta-arrestin recruitment, cell-based, luminescence, uHTS (AID 1778); KOR beta-arrestin recruitment, luminescence, antagonist mode; higher % means a stronger effect; hit rate 0.091% among 290,000; inhibition, % at 10 µM, or IC50 in µM where a hit was titrated; in the data active = inhibition above about 50%; note: strong numbers were not always called active
# GPR35 arrestin U2OS – inhibition of zaprinast-stimulated GPR35 beta-arrestin translocation – imaging, U2OS, beta-arrestin-GFP, zaprinast agonist, primary screen (AID 2058) | U2OS GPR35 beta-arrestin-GFP translocation imaging, zaprinast antagonism; higher % means a stronger effect | inhibition, % at 10 µM; hits with a dose series show IC50 in µM | hit rate 0.052% among 290,000;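 active = inhibition of at least 50% with at least 30 cells and total cytoplasm GFP at most 10,000,000; inconclusive = under 30 cells or total GFP of 10,000,000 plus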
# GPR55 antagonists – inhibition of LPI-stimulated GPR55 beta-arrestin translocation – imaging, U2OS, beta-arrestin-GFP, LPI agonist, primary screen (AID 2013) | U2OS GPR55 beta-arrestin-GFP translocation imaging, LPI antagonism; higher % means a stronger effect | inhibition, % at 10 µM, or IC50 in µM where a hit was titrated | hit rate 0.13% among 290,000;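 active = spots per cell inhibited over 60%, with over 100 cells counted and total cytoplasm intensity under 500,000; inconclusive = wells with under 100 cells, flagged as likely toxic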;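 note: U2OS cells stably carrying GPR55 and arrestin-GFP stimulated by 5 µM LPI near EC80; imaged beta-arrestin-GFP aggregate spots per cell after agonist stimulation; plate controls were LPI-stimulated DMSO wells for no effect and DMSO wells without LPI for full effect; some results filed as inactive read as strong as hits; confirmed hits need IC50 under 10 µM and bright autofluorescent wells are also inconclusive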
# KOR beta-arrestin-2 – kappa opioid receptor activators – cell-based, luminescence, uHTS, primary screen (AID 1777); KOR beta-arrestin recruitment, luminescence; higher % means a stronger effect; one-dose activation, % at 10 µM; EC50 in µM for titrated hits; hit rate 0.02% among 280,000; in the data active = activation above about 50%, passing the limit was not always enough; note: a part of the inactive calls stands beside numbers as strong as those of hits
# AID2073 – inhibitors of Mint1-CaV2.2 protein interaction, biochemical, HTRF (AID 2073); HTRF protein-protein interaction, Mint1-CaV2.2; higher % means a stronger effect; inhibition, % at 20 µM; hits with a dose series show IC50 in µM; hit rate 0.19% among 290,000; in the data active = inhibition mostly above about 51%, no sharp cut-off; inconclusive = no clear call, values can overlap the other calls; inactive = mostly below about 53%; note: some results filed as inactive read as strong as hits
# GPR55 beta-arrestin – selective activators of receptor GPR55 – imaging, U2OS cells, beta-arrestin-GFP redistribution, primary screen (AID 1961). U2OS GPR55 beta-arrestin-GFP redistribution imaging; higher % means a stronger effect. hit rate 0.048% among 290,000. activation, % at 10 µM; hits with a dose series show EC50 in µM;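 active = activation above 40% with more than 50 cells counted in the well; inconclusive = wells holding fewer than 50 cells, flagged as toxic or sparse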;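 note: U2OS osteosarcoma cells stably expressing GPR55 and beta-arrestin-GFP; plate controls were DMSO negative control for no effect and LPI positive control for full effect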
# Numbers without * were called inactive; ? = inconclusive; · = not tested or not shown; [ ] = dose if it differs, or a comment. A portion of the library; the hit share may differ from the screen's.
Structure,AID2073,GPR55 beta-arrestin,NOD1 inhibition,HIV fusion peptide,Siah-1 displacement,GPR35 arrestin U2OS,GPR55 antagonists,KOR beta-arrestin-1,KOR beta-arrestin-2
Cc1ccc(C(=O)NC(=S)NCc2cccnc2)cc1,-8.7%,-0.1%,-35.8%,-0.4%,-3.1%,9.3%,-9.1%,-18.7%,3.8%
Cn1cc(C(=O)N/N=C/C(Br)=C/c2ccccc2)ccc1=O,-13.9%,0.2%,12.0%,-0.3%,11.7%,-17.4%,5.0%,29.2%,4.2%
COc1ccc(C)cc1NC(=O)C(=O)N1CCCC1,-0.6%,-0.1%,-1.4%,-1.0%,16.5%,4.2%,8.3%,-0.5%,2.8%
CC(Oc1cc(Cl)ccc1Cl)C(=O)N/N=C\c1ccnn1C (configuration not stated),5.2%,1.0%,-19.9%,-1.1%,7.4%,4.0%,-0.6%,-2.0%,0.8%
COCCNC(=O)C(c1cccnc1)N(Cc1ccc(C)cc1)C(=O)Cn1nnc2ccccc21 (configuration not stated),-0.8%,-0.1%,-33.4%,-1.7%,3.0%,-4.7%,-3.2%,-0.7%[20 µM],·
CCN(CC)c1c([N+](=O)[O-])c(=O)sc2ccccc12,-9.1%,-0.2%,41.3%,3.7%,-4.1%,-3.6%,-2.8%,6.1%,2.7%
N#C/C(=C/c1cc(Br)cs1)C(=O)NCC1CCCO1 (configuration not stated),17.8%,-0.1%,-19.1%,3.1%,1.6%,-9.8%,15.6%,-10.1%,-1.8%
O=C1NC2NC(=O)N(C(Cc3ccccc3)C(=O)O)C2N1 (configuration not stated),0.9%,-0.2%,1.0%,0.7%,2.8%,6.5%,8.6%,-7.9%,3.2%
COc1cc(C(=O)NCc2nnc(SCC(=O)Nc3cc(C)on3)o2)cc(OC)c1OC,-2.7%,0.7%,-30.2%,2.6%,3.8%,0.8%,14.3%,27.1%,-0.4%
CCOc1ccc(-c2cc3nc(C4CCN(C(=O)OC(C)(C)C)CC4)c(C(=O)O)cn3n2)cc1,28.0%,-0.1%,1.4%,0.3%,-1.0%,2.6%,1.9%,-53.3%,6.6%
CN(C)/C=C/C(=O)c1cnc(-c2ccccn2)s1,18.2%,-0.3%,-14.6%,3.3%,-2.2%,13.8%,1.1%,17.0%,-8.0%
Cc1ccc2cccc(S(=O)(=O)n3nc(C)cc3C)c2n1,-4.7%,-0.1%,-4.7%,-1.0%,-6.8%,1.9%,3.6%,-39.1%,-3.4%
O=[N+]([O-])c1cccc(Nc2c3ccccc3nc3ccccc23)c1,10.2%,0.2%,-10.4%,1.3%,6.4%,-21.2%,12.7%,2.5%[20 µM],·
CCC1=NN2C(=N)/C(=C\c3cccn3-c3ccc(C)c(C)c3)C(=O)N=C2S1,29.1%,-0.1%,24.6%,35.7%,19.4%,-0.8%,11.7%,-11.4%,-1.6%
O=C(NCC(=O)N(Cc1ccc(F)cc1)C(C(=O)NCC1CCCO1)c1ccccc1)c1ccco1 (configuration not stated),2.2%,0.6%,-4.6%,-0.4%,-1.0%,0.0%,-9.0%,2.0%,-2.2%
CC1CCN(CC(O)COCCC23CC4CC(CC(C4)C2)C3)CC1 (configuration not stated),-3.6%,-0.2%,10.6%,-1.3%,1.7%,18.9%,9.1%,-59.0%,1.1%
CCOc1ccc(C2Nc3ccc4ccccc4c3-c3c2c(=O)oc2ccccc32)cc1 (configuration not stated),23.4%,-0.2%,-116.5%,1.7%,-0.2%,7.0%,8.5%,-8.9%,2.5%
CCOc1ccc(CC(=O)NCc2cn3c(C)csc3n2)cc1,-0.2%,-0.1%,-3.5%,0.9%,-0.2%,-3.3%,-1.2%,11.0%,-1.3%
O=C(Nc1ccc(N2C(=O)CCC2=O)cc1Cl)c1cccs1,?,0.0%,-28.1%,0.0%,-4.3%,8.5%,-1.3%,-3.1%[20 µM],-0.2%
COc1ccc(S(=O)(=O)N(C)C)cc1NC(=O)CSc1ncccn1,-6.3%,0.1%,-30.8%,-0.9%,3.4%,-6.4%,1.2%,-11.3%,-6.0%
CCOc1ccc(C(=O)COC(=O)CC)cc1,1.7%,-0.4%,-16.0%,1.6%,1.0%,7.6%,7.0%,13.3%,-1.9%
Cc1c(C(=O)N2CCN(Cc3ccccc3)CC2)oc2c1C(=O)CC(C)(C)C2,?,-0.1%,7.6%,1.0%,-2.7%,12.2%,13.8%,-14.9%,-0.1%
COc1ccc(C2=NN(C(N)=S)C(c3ccccc3)C2)cc1 (configuration not stated),-16.9%,0.3%,-8.5%,-1.8%,1.7%,6.6%,1.9%,-15.7%,1.6%
CC1CN(C(=S)NC(=O)C2CCCCC2)CC(C)O1 (configuration not stated),-15.8%,0.6%,-28.2%,1.5%,3.4%,-5.4%,6.0%,34.5%,3.1%
O=C(CCn1ccc([N+](=O)[O-])n1)NC1CCCCCC1,-4.8%,0.0%,-5.6%,0.2%,1.0%,-5.4%,-8.4%,-25.1%,1.8%
Nc1ccc(C(=O)N2N=C(c3ccc(F)cc3)CC2(O)C(F)(F)F)cc1 (configuration not stated),12.6%,-0.2%,-12.3%,-1.0%,-1.1%,-1.4%,-0.9%,-0.3%,3.7%
CCN(CC)c1ccc(/C=C(\C#N)C(=O)NCc2ccco2)cc1,2.0%,-0.1%,-1.0%,6.0%,-2.0%,-13.7%,-14.9%,3.1%,-5.8%
CCOC(=O)N1CCN(C(=O)c2cc3sccc3n2C)CC1,-0.9%,-0.2%,-29.4%,5.5%,5.1%,-5.3%,4.5%,5.8%,2.0%
CCOC(=O)c1c(NC(=O)CSc2ncn[nH]2)sc(C(=O)NC)c1C,11.9%,-0.1%,-41.6%,-0.5%,-3.3%,-4.9%,17.2%,-2.9%,4.0%
N#C/C(=C\c1ccc(N2CCOCC2)o1)C(=O)NCC1CCCO1 (configuration not stated),14.9%,0.0%,-26.1%,117.5%*,3.6%,20.0%,-2.6%,-17.0%[20 µM],·
CCCC(=O)n1nc(-c2ccc(C)cc2)nc1NCc1ccco1,-1.6%,-0.1%,-40.4%,0.8%,-0.9%,-2.7%,1.2%,25.6%,·
Cc1ncc(CN2CCCC(C(=O)Nc3ccc(-c4cscn4)cc3)C2)cn1 (configuration not stated),-0.7%,0.3%,-27.5%,2.0%,-5.6%,14.6%,-2.5%,-20.0%,5.8%
O=C(NCc1ccco1)C1CCN(C(=O)c2ccc(Cl)cc2Cl)CC1,-29.4%,-0.2%,-23.3%,0.2%,3.4%,-1.8%,-2.5%,31.6%,-2.1%
Fc1ccccc1CSc1nnc(-c2cccs2)o1,-1.7%,0.5%,-106.6%,3.2%,0.8%,1.9%,2.4%,-16.4%,5.5%
Cc1ccc2nc(NS(C)(=O)=O)sc2c1,-4.9%,-0.1%,-50.8%,0.8%,-2.7%,-12.2%,1.0%,-33.6%,-0.3%
CCNCC(=O)Nc1ccc(N2CCOCC2)cc1,-17.7%,0.0%,-29.4%,0.7%,-2.0%,1.6%,6.5%,-20.4%,6.1%

# Some of these compounds in order of molar mass, high to low:
Structure,AID2073,GPR55 beta-arrestin,NOD1 inhibition,HIV fusion peptide,Siah-1 displacement,GPR35 arrestin U2OS,GPR55 antagonists,KOR beta-arrestin-1,KOR beta-arrestin-2
CCOC(=O)c1c(NC(=O)CSc2ncn[nH]2)sc(C(=O)NC)c1C,11.9%,-0.1%,-41.6%,-0.5%,-3.3%,-4.9%,17.2%,-2.9%,4.0%
CCOC(=O)N1CCN(C(=O)c2cc3sccc3n2C)CC1,-0.9%,-0.2%,-29.4%,5.5%,5.1%,-5.3%,4.5%,5.8%,2.0%
Fc1ccccc1CSc1nnc(-c2cccs2)o1,-1.7%,0.5%,-106.6%,3.2%,0.8%,1.9%,2.4%,-16.4%,5.5%

# Carrying on:
Structure,AID2073,GPR55 beta-arrestin,NOD1 inhibition,HIV fusion peptide,Siah-1 displacement,GPR35 arrestin U2OS,GPR55 antagonists,KOR beta-arrestin-1,KOR beta-arrestin-2
Cc1cccc(CCNC(=O)C2CCN(S(=O)(=O)c3c(C)nn(C)c3C)CC2)c1,2.3%,-0.1%,-4.2%,3.3%,2.5%,-6.2%,-8.1%,17.7%,-1.2%
Cc1cc(Nc2nn(C)c(N)c2C#N)ccc1F,9.0%,0.1%,-15.2%,1.0%,0.3%,7.5%,14.6%,-16.5%,-2.5%
COC(=O)c1ccc(NC(=O)C2CCCN(S(=O)(=O)c3cnc[nH]3)C2)cc1 (configuration not stated),-5.9%,-0.1%,-6.2%,-1.6%,-1.2%,10.6%,-13.1%,14.4%,3.8%
CSc1cnc2c(=O)n(C)c(=O)[nH]c2n1,14.5%,0.0%,-24.9%,-1.8%,0.0%,4.7%,10.3%,-3.1%,3.2%
CCOc1ccc(N2CC(C(=O)Nc3cc(C)on3)CC2=O)cc1 (configuration not stated),0.8%,-0.1%,1.7%,0.0%,-1.9%,16.8%,3.7%,2.2%,-3.0%
O=C(CN(Cc1ccccc1Cl)C(=O)CN1C(=O)CSc2ccccc21)NC1CC1,-7.0%,·,-20.0%,0.0%,8.0%,11.2%,0.4%,-19.2%,2.8%
COc1ccc(N(CC(=O)NCc2ccco2)C(=O)CCC(=O)Nc2nccs2)c(OC)c1,8.7%,-0.2%,-20.5%,-0.8%,8.3%,-4.2%,-0.1%,-9.3%,-3.8%
CS(=O)(=O)Nc1ccc(C2=NN(C(=O)c3ccccc3)C(c3cccs3)C2)cc1 (configuration not stated),13.4%,-0.3%,-6.1%,-0.6%,0.8%,-4.4%,1.1%,23.1%,-2.1%
O=C(CCCl)N1CCN(c2nc(-c3ccccc3)cs2)CC1,-13.9%,-0.2%,-64.3%,3.5%,4.6%,7.0%,-6.4%,15.0%,-3.6%
Cc1onc(-c2ccccc2)c1C(=O)NNC(=S)NC(=O)c1ccc(Br)cc1,6.0%,-0.3%,1.8%,10.6%,-13.9%,19.8%,-6.6%,29.9%,-4.6%
CNC(=O)CSCc1c(F)cccc1Cl,-2.7%,-0.4%,-25.4%,-0.9%,2.6%,4.0%,0.3%,18.0%,-4.0%
COc1ccc(CCNC(=O)CSc2nc3c(c(=O)n(C)c(=O)n3C)n2C(C)C)cc1OC,0.6%,-1.0%,-5.2%,3.6%,1.8%,12.8%,-6.4%,-15.0%,0.4%
CN(C/C(O)=C(\C#N)c1ccccc1)C1CCCCC1,10.6%,-0.3%,-13.6%,0.6%,0.1%,-11.2%,-9.6%,-34.7%,4.4%
O=C1CC(c2ccccc2F)c2cc3c(cc2N1)CCC3 (configuration not stated),0.7%,0.0%,8.6%,0.1%,1.5%,5.1%,-14.7%,1.5%,-2.9%
COc1ccccc1N1CCN(C(CNC(=O)c2ccc3c(c2)OCO3)c2cccnc2)CC1 (configuration not stated),-0.8%,-0.1%,-0.2%,-2.3%,0.1%,-8.6%,-2.3%,-35.0%,3.9%
